DENV2 CPE rescue – inhibitors of DENV2 cytopathic effect, primary screen, cell-based, plate reader, single concentration. DENV2-infected cells, cytopathic effect rescue. CPE inhibition, % at 9.99 µM. hit rate 1.7% among 350,000. AID 651640, 2012; in the data active = CPE inhibition above about 20%, passing the limit was not always enough; inconclusive = no clear call, values can overlap the other calls; tested in BHK-21 cells;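 also: 0% = median of neutral control wells and 100% = median of positive control wells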
F508del corr – F508del CFTR correction, initial screen, CFBE line, single point; CFBE cells, YFP halide quenching; stimulated with forskolin plus potentiator P3; % fluorescence drop versus neutral controls; activity (quench increase), % at 7.58 µM; hit rate 0.36% among 350,000; AID 720511, 2013;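 active = mean added fluorescence quench of at least 8% versus neutral control, with both replicates also reaching 8%; inconclusive = only one of the mean or replicate conditions met; inactive = mean below 8% and not both replicates reaching 8%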;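 also: cells transiently co-express mutant CFTR-F508del with the halide-sensitive YFP; corrector assay measuring rescue of mutant channel to the surface after 24 h compound exposure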
INS-1E GSIS act – GLuc luminescence reporter in INS-1E cells, primary screen for activators of glucose-dependent secretion of insulin; INS-1E GLuc reporter insulin secretion, 2-3 h; activation, % at 16.6 µM; hit rate 0.61% among 370,000; AID 743287, 2014;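 active = lowest replicate activation of at least 40%, so every replicate reaches that level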;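 also: 0% = median of neutral control wells and 100% = median of IBMX positive control wells; some compounds called inactive have numbers as strong as hits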
PAX8 reporter – inhibitors of PAX8-driven TPO luciferase reporter, primary screen, RMG-I cells, single concentration; SteadyGlo, 24 h; inhibition, % at 12.6 µM; hit rate 1.2% among 360,000; AID 652154, 2013;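 active = mean replicate inhibition at least 60% with every replicate also reaching 60%; inconclusive = only one of the two criteria is met; inactive = mean below 60% and not all replicates reaching 60%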;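 also: luciferase light reporting Pax8 driven TPO promoter activity; plate controls were median of neutral control wells for no effect and mitoxantrone controls for full effect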
miR-122 sensor – miR-122 Renilla sensor signal increase in Huh7, primary screen, miR-122 inhibitor project, cell-based, single point, plate reader; Huh7 miR-122 Renilla luciferase sensor, 48 h; neutral wells = 0, positive control = 100; activation (reporter increase), % at 12.5 µM; hit rate 0.3% among 340,000; AID 602342, 2012;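 active = mean replicate activation score at least 90 and every replicate individually at or above 90; inconclusive = only one of the two criteria met; inactive = neither criterion met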;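 also: higher luciferase means less miR-122 activity so hits act as miR-122 inhibitors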
EWS-Fli inh – EWS/Fli-driven NR0B1 reporter inhibitors, primary screen, A673 cells, NR0B1 luciferase, luminescence, MLPCN library; viability-normalised; inhibition, % at 12.6 µM; hit rate 0.67% among 350,000; AID 651661, 2012;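 active = mean inhibition of at least 50% after viability correction, with every replicate also passing that limit; inconclusive = mean reaches 50% but only one of two replicates passes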;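 also: firefly luciferase signal divided by Alamar Blue viability fluorescence both relative to DMSO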
FN deposition inh – inhibitors of fibronectin matrix deposition, primary screen, AH1F cells, Alexa488-fibronectin fluorescence, plate reader | AH1F fibroblasts, overnight | inhibition, % at 12.6 µM | hit rate 0.086% among 350,000;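 active = mean inhibition across replicates of 30% or more, regardless of how many single replicates reach that level; inconclusive = mean under 30% yet at least half of replicates reach 30%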;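 also: positive control wells lacked labelled fibronectin entirely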
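Material: AH1F fibroblast monolayer depositing Alexa488-labelled fibronectin into matrix | Input: 10000 AH1F cells/well | Medium: DMEM plus 2% serum, read in PBS | Reagent: Alexa488-fibronectin, 24 nM final in well | Compound dosing: One dose per compound, pinned | Schedule: 1 h adhesion, overnight exposure | Measured by: Fluorescence at 485 nm excitation, 525 nm emission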
The depositor's hits bear a star; ? = inconclusive; nt = no result given; & = joins results of further samples; [ ] = dose if it differs, or a comment. The order is random; any-hit rate near 3.9%.

SMILES | DENV2 CPE rescue | F508del corr | INS-1E GSIS act | PAX8 reporter | miR-122 sensor | EWS-Fli inh | FN deposition inh
CC1(C(=O)NCC2CCCO2)Oc2cccnc2NC1=O (centres undefined) | 1.5 | 2.0 | 11.4 | -8.8 | -0.2 | -66.0 | -2.5
N#Cc1cccc(C(=O)OCC(=O)NC(=O)NC2CCCCC2)c1 | 4.2 | -4.1 | -3.7 | -3.5 | nt | -6.0 | -7.2
CCCNC(=O)C[C@@H]1CC[C@@H]2[C@H](COc3ccc(NC(=O)Nc4c(C)noc4C)cc3C(=O)N2C)O1 | 2.9 | -0.8 | 4.7 | 14.9 | ? | 5.0 | -1.5
CCOC(=O)C(Cc1ccc(NC(=O)/C(=C\c2ccccc2)NC(=O)c2ccccc2)cc1)N1C(=O)c2ccccc2C1=O (centres undefined) | nt | nt | -18.0 | -12.0 | -1.9 | nt | 10.3
CSc1ccc(NC(=O)Nc2cc(C)ccn2)cc1 | -4.5 | 2.1 | -1.1 | -81.7 | 40.5 | 52.0* | -10.8
COc1ccccc1S(=O)(=O)N(C)C[C@@H]1Oc2cc(/C=C/c3ccccc3)ccc2S(=O)(=O)N([C@@H](C)CO)C[C@H]1C | 2.4 | 5.1 | 7.8 | nt | -18.4[16.7 µM] | 25.0 | nt
Cc1onc(-c2ccccc2)c1C(=O)Nc1cc(C(F)(F)F)ccc1N1CCOCC1 | nt | nt | nt | 42.9 | 82.2 | nt | 6.4
Cc1cc(C)c(S(=O)(=O)NC2CCN(Cc3ccccc3)CC2)c(C)c1 | ? | 3.1 | -9.6 | -3.6 | 9.0 | 7.9 | 1.9
O=C(NCCN1CCOCC1)c1cc2sccc2n1Cc1ccc(Cl)cc1 | nt | nt | -33.1 | nt | 29.4 | nt | -0.7
O=C(COC(=O)c1cccc([N+](=O)[O-])c1)NCc1cccs1 | nt | 0.6 | -3.2 | -2.0 | 0.7 | 1.4 | -3.1
CN(C)c1ccc(N=Nc2nccs2)cc1 | -9.2 | -3.1 | nt | 13.1 | -7.2 | 20.3 | 8.1
CCOc1ccc(CCN2C(=O)C(=O)N([C@@H](Cc3ccc(O)cc3)CN3CCC[C@H]3CN3C(=O)C(=O)NC[C@@H]3Cc3ccc(O)cc3)C[C@@H]2Cc2ccccc2)cc1 | ? | 2.9 | 15.6 | -15.1 | nt | -3.9 | 4.7
C=CCn1c(C)cc(C(=O)COC(=O)/C=C/c2c(C)nn(C3CCS(=O)(=O)C3)c2Cl)c1C (centres undefined) | 5.0 | -1.6 | -2.7 | -10.4 | nt | -4.3 | 4.5
CC1(C)CC(=O)C(C2c3ccccc3S(=O)(=O)c3ccccc32)C(=O)C1 | 8.1 | 0.4 | -13.4 | 6.2 | nt | 0.4 | -1.7
CCN(CC(=O)Nc1ccccc1C(=O)Nc1ccccc1)Cc1nc2ccccc2c(=O)[nH]1 | nt | 4.8 | -4.3 | 5.3 | nt | -5.9 | 2.5
COCC(=O)N(C)C[C@@H]1Oc2cc(-c3ccc(C)cc3)ccc2S(=O)(=O)N([C@H](C)CO)C[C@H]1C | -4.1 | -1.4 | 9.4 | nt | -21.5[16.7 µM] | -4.9 | -17.6
C[C@@H]1CN([C@H](C)CO)C(=O)c2cc(NS(=O)(=O)c3cccs3)ccc2O[C@@H]1CN(C)S(=O)(=O)c1ccccc1 | 2.6 | -0.3 | -1.9 | 1.0 | 19.2[16.7 µM] | -3.8 | nt
C=CCO[C@H]1CN(C(=O)OC)[C@@H](c2ccccc2Br)C[C@H]1OCC=C | -3.6 | 0.5 | -8.7 | -18.7 | nt | 4.7 | 4.8
C[C@@H]1CN([C@H](C)CO)C(=O)c2cccc(NS(=O)(=O)c3cn(C)cn3)c2O[C@H]1CN(C)C(=O)Nc1ccc2c(c1)OCO2 | 72.4* | 1.6 | 11.2 | nt | -1.9[16.7 µM] | -47.9 | nt
CO[C@@H]1CN(C)C(=O)c2cc(NC(=O)Cc3ccccc3)ccc2OC[C@@H](C)N(C(C)=O)C[C@@H]1C | -3.2 | -1.1 | -2.3 | -8.3 | nt | -4.4 | 16.3
CC1(C)CC(NC(=O)C(c2ccccc2)c2ccccc2)CC(C)(C)N1 | 3.7 | 1.3 | 12.9 | 2.7 | 4.0 | 2.8 | 3.2
CCOC(=O)C(NC(=O)c1ccccc1Cl)(Nc1sc2c(c1C(N)=O)CCC2)C(F)(F)F (centres undefined) | 3.1 | 0.6 | -11.5 | 11.9 | 0.4 | 16.2 | -12.8
CO/N=C/C(C#N)=C/c1cc(C(=O)c2ccc(F)cc2)cn1C | ? | nt | 25.2 | 0.1 | 6.2 | -9.4 | nt
Nc1nc2c(ncn2[C@@H]2O[C@H](CNS(=O)(=O)C3CC3)[C@@H](O)[C@H]2O)c(=O)[nH]1 | 12.3 | 3.3 | nt | 4.9 | -0.3 | -4.9 | 3.5
O=c1cc2c(nn1Cc1c(Cl)cccc1Cl)-c1ccccc1CC2 | nt | nt | nt | 27.4 | 3.5 | nt | -6.6

Additional records.
SMILES | DENV2 CPE rescue | F508del corr | INS-1E GSIS act | PAX8 reporter | miR-122 sensor | EWS-Fli inh | FN deposition inh
COc1cccc(Nc2nc(-c3ccccc3)nc3ccccc23)c1 | 4.0 | 0.8 | -10.6 | -2.9 | nt | -3.0 | 3.1
C/C(CC(=O)Nc1cccc2c1CCCC2)=N\NC(=O)COc1ccccc1 | nt | nt | -8.0 | -0.5 | -10.6 | nt | -2.9
CCC(=O)N(CC)C[C@@H]1[C@@H](c2ccc(-c3cccnc3)cc2)[C@H](CO)N1C(C)=O | 1.3 | -0.5 | 9.9 | -3.5 | 6.2[16.7 µM] | 2.8 | nt
COc1cccc(N(CC(=O)NCc2ccccc2)C(=O)CCC(=O)Nc2nccs2)c1 | ? | -0.9 | 16.2 | -4.8 | nt | 6.1 | 3.9
CN(C)CCNS(=O)(=O)c1ccc2c3c(cccc13)C(=O)N2 | 4.7 | 1.4 | -1.2 | 6.8 | 13.8 | 1.0 | 7.5
Cc1cc(CCN2CCC(=O)NC2=O)ccc1OC(C)C | 4.5 | 1.3 | -1.6 | nt | 0.3 | -4.1 | nt
COc1ccc(S(=O)(=O)N2CCOCC2)cc1C(=O)Nc1cccc(C(=O)NC2CC2)c1 | -6.4 | -0.5 | nt | 13.1 | -7.9 | 4.5 | 2.5
c1cncc(-c2cnc3ccccc3c2)c1 | -6.4 | -1.0 | 11.5 | -37.4 | -3.8 | -50.9 | 1.9
Cc1ccc2c(c1)-c1ccccc1S(=O)(=O)N2 | nt | nt | nt | 19.7 | 27.4 | nt | 0.4
CN1CCN(C(=O)C2=C[C@H](C3CCCCC3)C[C@H](OCc3ccc(CO)cc3)O2)CC1 | -0.5&-6.4 | -2.6&1.1 | 4.0 | 2.4&-9.4 | -4.1 | 4.7&1.4 | -16.3
COc1ccccc1COC(=O)CN1C(=O)NC2(CCCCC2C)C1=O (centres undefined) | 3.8 | -0.1 | 20.3 | nt | -3.2 | -3.5 | -6.9
N#C/C(=C\c1cn(Cc2ccccc2F)c2ccccc12)C(=O)NCc1ccco1 | nt | nt | 55.7* | 5.2 | nt | nt | 0.9
N#Cc1c(-c2cccs2)cc(-c2cccs2)[nH]c1=O | -1.8 | -0.9 | nt | -4.9 | 2.3 | 4.0 | 3.9
COC(=O)C1=C(O)C2(C(=O)O)CC(C(=O)OC)=C(O)C(C(=O)O)(C1)C2 | -0.1 | 0.4 | -18.6 | 11.9 | nt | 1.0 | -6.6
Cc1noc(C)c1S(=O)(=O)Nc1ccc2c(c1)C(=O)N([C@@H](C)CO)C[C@@H](C)[C@H](CN(C)C(=O)Nc1ccccc1)O2 | nt | -0.3 | -3.1 | nt | 0.1[16.7 µM] | 3.6 | nt
C#CCNc1cccc2c1S(=O)(=O)N[C@H](C)CO2 | 3.9 | -1.5 | 11.9 | -2.1 | nt | -1.3 | 5.6
COc1ccc(C(=O)n2cnc3ccccc32)cc1Br | -0.2 | nt | 1.5 | 8.3 | 5.7 | 3.9 | 5.4
CCn1ccc(C(=O)Nc2ccc(Cl)cn2)n1 | -4.5 | 0.7 | 17.5 | -147.7 | nt | -85.6 | -1.9
Cc1cc(Br)cn2c(Cc3cccc(Cl)c3)c(-c3ccco3)nc12 | ? | -1.2 | 4.3 | 6.8 | nt | 2.2 | -9.6
COc1cc(OC)cc(-c2c(-c3cccs3)c3cc(-c4ccc5[nH]ccc5c4)ccc3n2C)c1 | -6.2 | 2.0 | -8.0 | 8.5 | 11.7 | 6.7 | -16.0
CNC(=O)C[C@H]1CC[C@H]2[C@H](COc3ccc(NS(=O)(=O)c4ccccc4C)cc3C(=O)N2C)O1 | -5.6 | 2.3 | -3.7 | 17.0 | 2.7[16.7 µM] | 0.7 | -4.2
CC(=O)c1c(C)[nH]c(C(=O)CSc2nnc3ccccn23)c1C | nt | nt | 41.9 | 7.8 | 4.0 | nt | -1.2
COc1cc(NC(=O)CCc2nnc3ccc(N4CCC5(CC4)OCCO5)nn23)cc(OC)c1 | -1.1 | -2.1 | -7.3 | 8.4 | -5.0 | nt | -0.5
O=C(NC(=S)Nc1ccccc1Cl)c1cnn2c(C(F)(F)F)cc(C(F)(F)F)nc12 | 1.1 | 0.8 | 2.9 | 25.6 | -0.5 | 10.4 | -1.7
O=C(C1CCC1)N1CCCCN2[C@@H](CO)[C@H](c3ccc(C#CC4CCCC4)cc3)[C@@H]2C1 | 7.6 | 0.8 | nt | 4.0 | -27.6[16.7 µM] | 7.7 | nt

Next part:
SMILES | DENV2 CPE rescue | F508del corr | INS-1E GSIS act | PAX8 reporter | miR-122 sensor | EWS-Fli inh | FN deposition inh
COC(=O)C1=NN(C(=O)c2ccccc2)C(O)(c2ccc([N+](=O)[O-])cc2)C1 (centres undefined) | 10.4 | -1.8 | -12.4 | 0.3 | -1.6 | 2.7 | -3.7
CCNC(=O)C[C@@H]1C=C[C@H](NS(=O)(=O)c2ccc(F)cc2)[C@@H](CO)O1 | 8.1 | 0.6 | 12.1 | 4.7 | 9.3[16.7 µM] | -0.3 | 7.7
CCOc1ccc(NC(=O)CCS(=O)(=O)c2cccc3nsnc23)cc1 | nt | nt | -16.0 | -3.9 | 4.1 | nt | 7.1
O=C(NCCNC(=O)c1ccccn1)c1ccccc1 | -2.3 | -1.6 | 2.0 | -23.2 | 2.7 | 3.3 | -3.8
O=C(COC(=O)/C=C/c1ccc(Cl)cc1Cl)NCc1ccco1 | 1.2 | -1.9 | 15.3 | 16.3 | nt | 3.4 | -1.8
O=C(CSc1ccccc1)Nc1ccc2c(c1)OCCO2 | -0.7 | 2.0 | -19.7 | -246.7 | -3.3 | nt | nt
COc1ccccc1N(C)S(=O)(=O)c1ccc(C(=O)Nc2cc(F)ccc2C)cc1 | 5.1 | -0.3 | -1.9 | 17.3 | 0.8 | -13.1 | 16.9
CCOC(=O)CCCCCN(Cc1ccccc1)S(=O)(=O)c1ccc([N+](=O)[O-])cc1 | nt | nt | -17.9 | -5.8 | nt | nt | -7.3
O=C(Nc1ccc(S(=O)(=O)NC2=NCCCCC2)cc1)c1cc(S(=O)(=O)N2CCOCC2)ccc1F | 11.3 | -0.2 | 6.1 | 26.4 | nt | nt | 13.0
COc1ccccc1-c1ccc2c(c1)[C@@H]1[C@@H](CCN1C(=O)C1CCCCC1)[C@@H](CO)N2 | -33.8 | 5.7 | nt | 104.7* | -16.4[16.7 µM] | 28.5 | nt
